Assay outcomes as filed in PubChem.
cytoskel mod: alters cytoskeleton assembly in HUVEC cells; HUVEC TNFa F-actin phalloidin imaging, high content; inhibition, % at 2 µM; hit rate 0.18% among 91,000;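 active = inhibition above the batch mean plus 3 SD and confirmed as a hit by visual image inspection, cut at about 30% in these data, passing the limit was not always enough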; also: strong numbers were not always called active
Smad3 inh: inhibitors of human Smad3 transcription factor binding | P84022 | TR-FRET Smad3/Dy647-FoxH1 peptide binding, europium anti-His | inhibition, % at 25 µM | hit rate 0.29% among 88,000;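 active = compounds that reduce the energy-transfer binding signal between the protein and its labelled peptide by more than half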;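 also: 0% = Smad3 plus labelled peptide maximal FRET and 100% = peptide-only background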
Target sequence (P84022 whole entry, looked up): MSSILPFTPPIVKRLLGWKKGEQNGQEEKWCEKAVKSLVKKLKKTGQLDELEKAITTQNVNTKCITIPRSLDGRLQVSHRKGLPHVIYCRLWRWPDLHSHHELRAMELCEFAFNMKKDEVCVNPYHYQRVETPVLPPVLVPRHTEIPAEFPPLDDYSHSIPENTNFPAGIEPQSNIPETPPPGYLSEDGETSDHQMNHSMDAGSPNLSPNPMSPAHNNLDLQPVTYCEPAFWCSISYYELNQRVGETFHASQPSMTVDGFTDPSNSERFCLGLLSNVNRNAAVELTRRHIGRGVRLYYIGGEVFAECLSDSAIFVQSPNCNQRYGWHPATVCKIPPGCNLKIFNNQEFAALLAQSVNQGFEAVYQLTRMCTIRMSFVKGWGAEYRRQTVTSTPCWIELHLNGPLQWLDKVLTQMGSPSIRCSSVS
TNFa cytotox: HUVEC cytotoxicity counter-screen, TNF alpha stimulated; hit rate 0.17% among 93,000; AID 848; HUVEC TNFalpha-stimulated, Hoechst cell count, imaging; cell count reduction, % at 2 µM;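 active = cell count reduction exceeding the screen mean by over 5 SD, scaled to untreated wells per plate, cut at about 78% in these data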;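 also: cells counted after 24 h of TNF alpha exposure following the 1 h pretreatment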
VCAM1 TNFa inh: reduces TNF alpha induced VCAM1 expression in HUVEC; HUVEC TNFa-induced VCAM-1 immunofluorescence, high-content imaging; inhibition, % at 2 µM; hit rate 0.48% among 95,000; AID 802;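 active = inhibition above the batch mean plus 3 SD, with images confirmed as a hit by eye, cut at about 37% in these data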;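 also: 0% = TNF-stimulated DMSO wells and 100% = unstimulated control wells; not every result past the cut was called active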
H69AR growth 86K: blocks growth of human H69AR lung tumor cells. viability, % at 10 µM. hit rate 6% among 85,000. H69AR lung tumor viability, ATP luminescence, 72 h; active compounds read low. AID 598;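 active = viability at or below 40%; inactive = viability above 40%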;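 also: multidrug resistant small cell line overexpressing MRP-1 efflux transporter; 100% = mean luminescence of untreated control wells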
PTK2B oligo ant: Pyk2 (human) oligomerization antagonism; hit rate 0.83% among 99,000; z-score (the deposit names both 25 µM and 10 µM); Q293 cells, Pyk2 FERM NanoBiT luminescence; active compounds read low; Q14289;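 active = Z-score of -3 or lower, scaled per plate to the spread of control and sample wells; inactive = z-score above -3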;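 also: negative z-score means lost luminescence so less FERM oligomerization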
HUVEC inhibit: human endothelial cell proliferation inhibition; HUVEC proliferation, CellTiter-Glo luminescence, 72 h; active compounds read low; viability, % at 10 µM (by protocol); hit rate 1.1% among 86,000;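 active = viability at or below 30%; inactive = viability above 30%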;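 also: 100% = median luminescence of DMSO-only cell control wells on each plate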
Fibroblast inh: blocks proliferation of human lung fibroblasts; LL 47 human lung fibroblast viability, ATP luminescence; active compounds read low; viability, % at 10 µM; hit rate 1.1% among 85,000;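 active = viability at or below 50% in the single dose screen; inactive = viability above 50%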;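 also: compound exposure lasted 72 h before the ATP readout; 100% = median luminescence of untreated cell-only wells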
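Test system: LL 47 human lung fibroblasts / Quantity: 1,150 cells in each well / Medium: IMEM growth medium with 15% fetal bovine serum / Incubation: 72 h compound exposure at 37 °C after overnight plating / Detection: CellTiter-Glo luminescence measuring cellular ATP / Read-out: % viability versus median cells-only luminescence / Benchmarks: cell-only wells, no compound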
HUVEC tox IL1B: HUVEC cytotoxicity counter-screen, IL-1B stimulated | cell count reduction, % at 2 µM | hit rate 0.41% among 94,000 | AID 845 | HUVEC cell count loss, Hoechst imaging;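 active = cell count reduction more than 3 SD above the screen-wide mean, cut at about 70% in these data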;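 also: normalized per plate to untreated control cells as the no-loss baseline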
* = called active by the depositor; x = no result given; [ ] = another dose, or the depositor's remark.

SMILES	cytoskel mod	Smad3 inh	TNFa cytotox	VCAM1 TNFa inh	H69AR growth 86K	PTK2B oligo ant	HUVEC inhibit	Fibroblast inh	HUVEC tox IL1B
OCCNc1nc2ccccc2n1-c1ncnc2sc3c(c12)CCC3	0	-12	-12	-6	56	0.79	4.2*	89	8
Cc1nn(-c2ccccc2)c2c1C(c1ccncc1)C(C#N)=C(N)O2 (stereo not drawn)	-2	x	-31	1	x	-0.06	x	x	9
COc1ccc(OC)c(S(=O)(=O)NCCO)c1	6	0	-3	2	103	-0.29	98	99	17
CC12CC3CC(C)(C1)CC(C(=O)Nc1nn[nH]n1)(C3)C2	x	-3	x	x	95	0.75	100	113	x
C=C(C)COc1ccc2oc(C)c(C(=O)OCCOC)c2c1	2	0	-53	4	94	0.54	120	103	-26
COC(=O)c1sccc1NC(=O)CSc1nnnn1-c1ccccc1F	-3	-5	4	9	x	-1	82	102	-97
O=C(Nc1cccc2cccnc12)c1cccnc1	15	-7	-34	11	73	0.23	96	102	-4
O=S(=O)(Nc1ccc(O)c(Sc2nc3ccccc3s2)c1)c1ccc(Cl)cc1	11	x	x	-46	x	-1.5	x	x	-1
CC[N+](CC)(CC)C/C(N)=N/O	-27	4	-2	8	93	1	92	x	-6
COc1ccc(Cc2nc(-c3cccs3)no2)cc1OC	-12	-1	-15	8	83	x	111	97	-4
Oc1c(Cl)cc(Cl)cc1C(C#Cc1ccccc1)N1CCOCC1 (stereo not drawn)	-8	x	4	-5	x	-0.02	x	x	9
CC(=O)OCC1OC(n2ccc(=O)[nH]c2=O)C(O)C1O (stereo not drawn)	22	-4	10	10	90	-0.1	101	101	5
CN(Cc1ccccc1)C(=O)c1cnc2n(c1=O)CCS2	-6	3	-8	-2	94	0.42	98	105	-12
COc1ccc(NC(=O)c2ocnc2C)cc1OC	-18	3	17	-28	87	0.81	94	100	14
CSc1nc(C)cc(OCC(=O)n2nc(C)cc2C)n1	11	-1	-18	-11	92	0.66	100	97	-5
CCCCOc1ccc(Cl)cc1CSc1nnc(C)n1N	-5	2	-32	1	102	0.14	94	96	-37
COC(=O)C1=C(C)NC2=C(C(=O)CCC2)C1c1cn(Cc2ccc(Br)cc2)nc1-c1ccccc1 (stereo not drawn)	-7	x	-3	-3	x	-2.3	x	x	-58
Cc1ccc(-c2nc(CS(=O)CC(=O)NC3CCC(C)CC3)c(C)o2)cc1 (stereo not drawn)	x	5	x	x	106	x	84	98	x
O=C(Oc1oc(-c2ccco2)nc1C=Nc1ccccc1)c1ccoc1	x	9	x	x	38*	-0.12	72	87	x
COc1ccccc1-c1cc(C(F)(F)F)nc(S(=O)(=O)CCCC(=O)O)n1	x	-1	4	11	52	-0.98	96	91	-28
CCc1ccc(NC(=O)CSc2nnc(CNC(=O)c3c(F)cccc3Cl)o2)cc1	-16	-4	4	1	87	1.2	88	95	17
CCOc1cc(C(=O)Nc2nnc(CC)s2)ccc1OCC(=O)N1CCOCC1	10	1	-28	10	98	-0.2	89	105	x
COc1ccc(Oc2nc(-c3ccccc3)ncc2S(=O)(=O)c2ccccc2)cc1	8	x	0	6	x	-2.6	x	x	-4
Cc1ccc(C2Nc3ccc4ccccc4c3C3=C2C(=O)CC(C)(C)C3)o1 (stereo not drawn)	0	12	-26	21	74	-1.7	82	96	-48
COc1ccc(OCC(=O)Nc2nc3ccccc3[nH]2)cc1	15	-2	-22	-12	71	0.17	101	98	0
Cc1cc(NC(=O)CSc2nc3ccccc3n2CC(=O)N2CC(C)CC(C)C2)no1 (stereo not drawn)	x	8[fluorescence artefact?]	x	x	55	0.9	92	101	x
O=C1CN(C(=O)COC(=O)c2ccccc2NCc2ccco2)c2ccccc2N1	-3	x	2	21	x	-0.04	x	x	3
Fc1cccc(Cl)c1Cn1nnc2c(-n3ccnc3)ncnc21	x	3	x	x	47	-0.15	102	101	x
Cc1cc(C)c(C)c(S(=O)(=O)Nc2ccc(OCC(=O)O)cc2)c1C	-6	10	17	-7	95	x	94	102	48
Cn1c(=O)cc(SCC(=O)N2CCN(c3ccccn3)CC2)c2ccccc21	22	25[fluorescence artefact?]	-41	14	79	0.56	79	98	-13
Cn1cc(S(=O)(=O)NCc2ccco2)c(=O)n(C)c1=O	11	-2	73	12	89	x	88	93	13
CCOC(=O)C1(CC)NC(c2ccc(N(C)C)cc2)C2C(=O)N(C)C(=O)C21 (stereo not drawn)	29	-15	-27	9	93	0.43	114	100	9
O=C(NC1CC1)c1sccc1-n1cccc1	11	9	-19	-5	105	0.52	97	104	6
O=S1(=O)N=C(N2CCCc3ccccc32)c2ccccc21	6	x	-23	-26	x	0.31	x	x	-24
CCCC(=O)N1CC2(CCC)CN(C(=O)CCC)CC(CCC)(C1)C2=O	-1	0	-3	4	95	2.4	101	97	-13
COCCn1c(SCC#N)nnc1-c1ccc(OC)cc1	-16	-4	-7	3	98	0.75	101	99	-37
CC1C(C#N)=C(N)OC2=C1C(=O)CCC2 (stereo not drawn)	4	5	-26	-22	73	0.6	104	98	-14
CCCCNC(=O)CC(=O)Nc1ccccc1C(=O)O	5	4	-19	-15	93	-0.5	94	97	2
O=C(O)c1cc2c(ccc3ccccc32)oc1=O	11	-1	-18	-8	100	1.4	86	94	4
Cn1nnc(C(O)CN2CCOCC2)n1 (stereo not drawn)	-62	4	3	4	94	0.03	93	97	-9
Cc1ccc(C)c(C(=O)CCC(=O)Nc2cccnc2)c1	-4	-2	-5	-10	88	1.1	91	108	-19
COc1cc(OC)c(C(=O)NC2CCCCCC2)cc1OC	0	2	-6	0	76	-0.4	103	99	17
CC(C)Nc1ncnc2c1nnn2Cc1ccccc1	27	-9	-16	2	106	-0.62	115	101	9
OCCNc1nc(C2CC2)nc2c1nnn2Cc1ccccc1Cl	x	-2	x	x	93	0.56	84	x	x
Cc1cc(C(F)F)n2nc(C(=O)Nc3ccc(F)cc3F)nc2n1	4	7	-8	2	92	-0.49	89	96	-16
N#Cc1cccc(-n2nnnc2-c2ccccn2)c1	0	4	x	x	98	0.05	100	104	-4
CCOC(=O)CNC(=O)Cn1cnc2c(nnn2-c2ccc(C)cc2)c1=O	9	4	-9	12	95	0.72	105	100	44
COc1ccc(S(=O)(=O)N2CCC(C(=O)NCCc3ccc4c(c3)OCO4)CC2)cc1	-13	1	-29	-9	95	1.3	99	112	-43

Results in TNFa cytotox, for four of the compounds above:
| Structure | TNFa cytotox |
| --- | --- |
| COc1ccc(S(=O)(=O)N2CCC(C(=O)NCCc3ccc4c(c3)OCO4)CC2)cc1 | -29 |
| Cc1cc(C(F)F)n2nc(C(=O)Nc3ccc(F)cc3F)nc2n1 | -8 |
| CCCCNC(=O)CC(=O)Nc1ccccc1C(=O)O | -19 |
| COc1cc(OC)c(C(=O)NC2CCCCCC2)cc1OC | -6 |

Other structures.
SMILES	cytoskel mod	Smad3 inh	TNFa cytotox	VCAM1 TNFa inh	H69AR growth 86K	PTK2B oligo ant	HUVEC inhibit	Fibroblast inh	HUVEC tox IL1B
Fc1ccc2nc3n(c2c1F)CCCCCC3	-53	6	-14	16	93	-0.83	89	x	4
CC(C)NC(=O)C(=O)NC1CCCCCC1	14	10	-14	15	100	1.9	110	103	4
CCOP1(=O)C=C(C(C)(C)C)OC1c1ccc(F)cc1 (stereo not drawn)	3	9	18	-12	97	0.02	103	93	-15
Cc1ccc(NC(NC(=O)c2ccccn2)C(Cl)(Cl)Cl)cc1 (stereo not drawn)	-13	x	-2	1	x	-0.62	x	x	-5
NC(=O)C1(N2CCCCC2)CCN(Cc2ccccc2Cl)CC1	20	19[fluorescence artefact?]	-23	16	87	0.48	99	100	-10
Cc1cc(C)c(NC(=O)CS(=O)CC(=O)NCCCc2ccccc2)c(C)c1 (stereo not drawn)	-14	x	0	12	x	0.61	x	x	-28
O=C1C=C(NCc2ccc(Cl)cc2Cl)C2(CCCCC2)O1	-13	-4	1	-2	103	-1.3	93	108	-14
CN(C)CCNC(=O)Cn1nc(-c2ccc(Cl)cc2)ccc1=O	-20	11	-13	-4	85	x	92	106	6
Cc1cccc2cc(CN(CCCN3CCOCC3)Cc3nnnn3C(C)(C)C)c(=O)[nH]c12	63	4	-4	-7	88	-0.6	97	102	-6
O=C(N1CCC(O)(c2cccnc2)CC1)C12CC3CC(CC(C3)C1)C2	-8	8	-31	6	97	0.03	88	104	-6
C/C=C/c1c(F)c(F)c(Oc2ccc(C(=O)O)cc2)c(F)c1F	6	-1	-2	2	95	-0.98	104	109	-14
CN1CCN(c2ccc(NC(=O)COc3ccccc3Cl)cc2)CC1	-16	3	11	19	86	0.17	90	101	16
Cc1oc(-c2ccccc2F)nc1CSCC(=O)NCc1ccc2c(c1)OCO2	6	-4	-33	20	87	0.62	102	98	15
O=C(N1CCOCC1)N1CCN(S(=O)(=O)N2CCCCC2)CC1	x	9[fluorescence artefact?]	x	x	92	0.41	103	91	-36
Cc1ccc(S(=O)(=O)N2CCCC2C(=O)N2CCCCCC2)cc1 (stereo not drawn)	9	-9	6	-16	98	-0.21	107	97	1
CSC(=NCCCN1CCOCC1)NS(=O)(=O)c1cccs1	x	-4	x	x	88	-0.67	101	99	x
COc1ccc(CCNC(=O)CN(c2ccccc2)S(C)(=O)=O)cc1OC	2	-3	5	-4	91	0.02	95	99	-8
CN(C)c1nc(SCC#N)nc(N2CCOCC2)n1	-23	15	-2	14	95	1.6	94	97	-29
O=C(O)CCn1c(=O)c2ccccc2c2ccccc2c1=O	-14	3	1	25	101	-0.04	99	102	-14
CCS(=O)(=O)Nc1ccc(Cc2ccc(NS(=O)(=O)CC)cc2)cc1	-1	5	1	-17	92	-0.06	73	96	-5
COc1cc2c(cc1OC)C(SC)=NC(C)(C)C2	6	5	-32	5	94	1.2	84	92	27
CC(C)CC1NC(=O)N(CC(=O)N2CCN(S(=O)(=O)c3ccc(Cl)cc3)CC2)C1=O (stereo not drawn)	-3	-6	10	-21	89	-0.4	98	100	-19
CCOC(=O)n1c(=O)oc2ccc(Cl)cc21	-1	-2	-12	-3	38*	0.75	68	95	-20
Nc1nnnn1/N=C/c1ccccc1OCc1ccc(Cl)cc1	-9	6	-10	-10	90	-0.46	93	100	25
CC(=O)Nc1ccc(NC(=O)CSCc2cnn(-c3ccccc3)c2-n2cccc2)cc1	-9	-12	4	11	88	0.04	89	103	-24
Cc1cc(Nc2ccc(F)cc2)nc(N)n1	6	x	-10	10	x	0.09	x	x	-38
Cc1nc2c(cnn2-c2ccccc2Cl)c(=O)n1-c1ccc(N2CCC(C)CC2)cc1	3	8[fluorescence artefact?]	-27	11	74	-1.8	102	93	4
Cc1ccc(C(=O)O/N=C\c2ccc(N3CCOCC3)c([N+](=O)[O-])c2)cc1	-3	x	-14	5	x	0.26	x	x	-39
Cn1ncc(Br)c1C(=O)N/N=C/c1ccc(OS(=O)(=O)c2ccccc2)cc1	14	-1	-23	-4	81	-0.23	83	102	-12
COC(=O)c1sc2nc(CSc3nc4ccc(C)cc4[nH]3)[nH]c(=O)c2c1C	-33	7	-9	9	72	1.6	75	98	3
CC1CCN(c2c(NCc3ccc(C(=O)N4c5ccccc5CC4C)cc3)c(=O)c2=O)CC1 (stereo not drawn)	-3	3	-6	3	34*	x	86	92	11

These rows are one share of the data (hit frequency here may not be typical).
